Bioassay records deposited in PubChem BioAssay by National Center for Advancing Translational Sciences (NCATS).
Akt phos inh = HTS Assay for Inhibitors of Akt Phophorylation: Primary Screen | 360,000 tested, 0.32% active | activity change, % for hits at 50 µM | Neuro2A IGF-stimulated pAkt S473 HTRF, 20 min; active compounds read low; in the data active = activity change below about -80%; inconclusive = mostly about -51% to -80%; also: % is scaled to controls: 0 for no effect and ±100 for the full control effect
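Neuro2A cells in DMEM with 0.5% FBS, overnight at 37 deg C, given compound at single 50 µM final, then IGF (6 nM final) for 20 min at 37 deg C. Lysed; phospho-Akt Ser473 by HTRF after 24 h, 665/615 ratio.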
EPAC2 ag = qHTS for Agonist of cAMP-regulated guanine nucleotide exchange factor 4 (EPAC2): primary screen | Rap guanine nucleotide exchange factor 4 (Homo sapiens), Q8WZA2 | EPAC2 activation, biochemical qHTS; response scale: 100% = 6.5 mM cAMP response | Potency, µM (highest dose often 154 µM), for the others: at the highest dose activation, hits mostly activators | 360,000 tested, 0.079% active | AID 720711, 2013; also: potency is read from the fitted curve at half-maximal effect; nearly all actives have a fitted effect of over 50% in size
Target sequence (Q8WZA2 whole entry, looked up): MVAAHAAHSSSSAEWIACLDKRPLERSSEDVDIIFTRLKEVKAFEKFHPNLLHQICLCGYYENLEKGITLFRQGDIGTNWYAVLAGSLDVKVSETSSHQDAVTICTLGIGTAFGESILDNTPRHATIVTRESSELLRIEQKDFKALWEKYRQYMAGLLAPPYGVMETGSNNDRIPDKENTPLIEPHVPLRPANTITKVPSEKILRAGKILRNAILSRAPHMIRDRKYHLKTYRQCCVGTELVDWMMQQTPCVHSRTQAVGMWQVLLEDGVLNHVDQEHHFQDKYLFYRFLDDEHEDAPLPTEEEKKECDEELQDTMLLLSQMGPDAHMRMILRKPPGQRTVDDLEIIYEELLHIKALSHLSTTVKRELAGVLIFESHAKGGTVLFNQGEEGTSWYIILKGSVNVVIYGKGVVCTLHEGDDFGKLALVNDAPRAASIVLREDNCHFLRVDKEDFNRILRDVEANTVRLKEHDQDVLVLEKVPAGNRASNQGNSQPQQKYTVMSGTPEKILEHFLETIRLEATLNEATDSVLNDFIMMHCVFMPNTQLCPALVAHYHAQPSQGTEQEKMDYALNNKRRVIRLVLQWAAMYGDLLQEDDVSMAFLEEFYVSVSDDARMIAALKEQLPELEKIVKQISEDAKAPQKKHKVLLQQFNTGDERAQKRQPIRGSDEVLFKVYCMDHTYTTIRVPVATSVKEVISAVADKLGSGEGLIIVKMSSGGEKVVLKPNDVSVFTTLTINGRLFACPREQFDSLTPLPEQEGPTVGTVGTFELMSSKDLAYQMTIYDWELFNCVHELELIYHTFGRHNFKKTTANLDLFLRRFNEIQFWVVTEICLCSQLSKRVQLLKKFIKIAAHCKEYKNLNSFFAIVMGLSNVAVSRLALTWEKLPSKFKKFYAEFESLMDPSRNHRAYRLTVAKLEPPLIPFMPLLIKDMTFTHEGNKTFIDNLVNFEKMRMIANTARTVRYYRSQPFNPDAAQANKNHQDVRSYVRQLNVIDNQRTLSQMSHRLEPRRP
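In this primary screen, activation is scored as increased exchange of BODIPY-GDP from Rap1B by 100 nM EPAC2, with 50 uM GDP as competitor. Signal is normalized to the 6.5 mM cAMP agonist control.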
Nrf2 block = Nrf2 qHTS screen for inhibitors; 360,000 tested, 2.1% active; A549 ARE-Fluc reporter, luciferase luminescence, 18-24 h; Potency, µM (doses to about 46 µM), without a hit: at the top dose activity change, negative = inhibition, usual class: inhibitors; also: potency is read from the fitted curve at half-maximal effect; % is scaled to controls: 0 for no effect and ±100 for the full control effect; nearly all actives have a fitted effect of over 60% in size
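Reporter: ARE-Fluc in A549. Exposure: 18-24 h, 37 °C, 5% CO2, 5% FBS OPTI-MEM. Readouts: fluorescent cytotoxicity (CellTiter-Fluor), then luminescent Nrf2 signal after BugLite.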
TGFb SMAD3 inh = qHTS for Inhibitors of TGF-b; HepG2 CAGA-GFP TGF-b/SMAD3 reporter, GFP fluorescence, 18 h; TGF-beta stimulated, 500 pg/mL final; Potency, µM (highest dose often 46.1 µM), for inactives: top-dose activity, negative = inhibition, actives largely listed as inhibitors; 410,000 tested, 1.2% active; AID 588855, 2011; also: potency is read from the fitted curve at half-maximal effect; % is scaled to controls: 0 for no effect and ±100 for the full control effect; nearly all actives have a fitted effect of over 65% in size
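Per well, imaged GFP fluorescence of HEPG2 CAGA-GFP cells gives the signal; cells get compound, then TGF-beta (500 pg/mL final), 18 h at 37 degrees C; %Activity versus -TGF-beta and +DMSO controls.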
Nrf2 activator = qHTS of Nrf2 Activators; AREc32 ARE-luciferase reporter (MCF7-derived line), luminescence, 24 h; 410,000 tested, 0.31% active; Potency, µM (highest dose often 46.1 µM), inactives show at the top dose activation, actives largely listed as activators; also: potency is read from the fitted curve at half-maximal effect; % of control where 0% means no effect; nearly all actives have a fitted effect of over 65% in size
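Luminescent ARE reporter assay in AREc32_Fluc cells: overnight plating at 37 deg C, 24 hr compound incubation, Steady-Glo added, 30 min RT before reading.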
CCT modulator = High-Throughput Screening for Modulators of Cytosolic Chaperonin Activity. purified chaperonin ATPase assay, HTRF ADP detection, 30 min. activity change, % (test concentration not listed), hits read low. 360,000 tested, 0.3% active. AID 651819, 2012; in the data active = activity change below about -30%; also: % is scaled to controls: 0 for no effect and ±100 for the full control effect
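ATPase activity: ADP formed was measured by HTRF Transcreener (665/615 nm ratio) after 30 min at 37 deg C with 10 uM ATP. Compounds screened at one 76 uM concentration against 40 or 20 nM TRiC in Tris pH 7.4/KCl/MgCl2/DTT buffer.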
Mm-Cpn inhibitor = Inhibitors of TCP-1 ring complex (TRiC) of Methanococcus maripaludis (MmCpn): qHTS; purified Mm-Cpn ATPase, ADP Transcreener TR-FRET; 330,000 tested, 0.031% active; Chaperonin Mm-Cpn (Methanococcus maripaludis); AID 504842, 2011; Potency, µM (doses to about 76.9 µM), without a hit: top-dose activity, negative = inhibition, hits mostly inhibitors; also: potency is read from the fitted curve at half-maximal effect; % is scaled to controls: 0 for no effect and ±100 for the full control effect; nearly all actives have a fitted effect of over 80% in size
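Compound-treated chaperonin, 25 nM final, turns over 10 uM ATP at 37°C for 30 min following a 10 min preincubation; ADP generated competes with ADP-d2 for Eu-cryptate antibody, lowering FRET.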
EPAC2 antagonist = qHTS for Antagonist of cAMP-regulated guanine nucleotide exchange factor 2 (EPAC2): primary screen; 360,000 tested, 0.18% active; Potency, µM (highest dose often 114 µM), without a hit: at the top dose activity, negative = inhibition, actives largely listed as inhibitors; EPAC2 GEF exchange of Rap1B-BODIPY-GDP, fluorescence; also: potency is read from the fitted curve at half-maximal effect; % is scaled to controls: 0 for no effect and ±100 for the full control effect; nearly all actives have a fitted effect of over 45% in size; many of its hits are not listed in these tables
A549 tox = Nrf2 qHTS screen for inhibitors: counterscreen for cytotoxicity. A549 ARE-Fluc cells, CellTiter-Fluor viability, 18-24 h. Potency, µM (highest dose often 46 µM), for inactives: at the highest dose activity change, negative = cytotoxicity, actives largely listed as inhibitors. 390,000 tested, 0.16% active; also: potency is read from the fitted curve at half-maximal effect; % is scaled to controls: 0 for no effect and ±100 for the full control effect
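A549 ARE_Fluc cells in 5% FBS OPTI-MEM were exposed to compounds in concentration-response for 18-24 h at 37 deg C. Viability was read by CellTiter-Fluor fluorescence (Ex 405/Em 525) after 30 min, before the luciferase read.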
Active calls of the source: *; i = inactive; ? = inconclusive; / = not tested or not shown; & = joins results of further samples; [ ] = remark or other dose. Unless noted, calls follow the shape of the dose curve; as a rule, active = well fitted curve in the direction sought with a large enough effect; inconclusive = small, poorly fitted or top-dose-only effect, or another doubt; inactive = no such curve, though single readings can be large; an effect the other way counts as inactive or inconclusive. Some of the compounds tested, so the mix of outcomes need not match the whole.

SMILES	Akt phos inh	EPAC2 ag	Nrf2 block	TGFb SMAD3 inh	Nrf2 activator	CCT modulator	Mm-Cpn inhibitor	EPAC2 antagonist	A549 tox
CSc1ccccc1NC(=O)C(=O)c1c[nH]c2ccccc12	i	24%	-2%	-19%	10%	0.8	1%	-6%	-8%
O=C1C(Cl)=C(NCC2CCCO2)C(=O)N1CCc1ccccc1 (stereo not given)	i	13%	?	7%	?	-1.9	1%	-2%	-2%
Cn1c2c(c(=O)n(C)c1=O)CN(CCCN1CCOCC1)CN2	i	-3%	8%	27%	0.3%	-1.4	0%	-4%	-2%
NS(=O)(=O)c1cc2c(cc1Cl)NC(c1ccccc1OCC(=O)O)NS2(=O)=O (stereo not given)	i	-4%	2%	11%	-0.1%	1.2	3%	11%	0%
COc1ccccc1C(=O)Nc1cc2c(cc1N1CCOCC1)n(C)c(=O)n2C	/	/	1%	?	6.9%	/	/	/	6%
CC(=O)N1CC=CC1(CC(C)C)C(=O)NCCN1CCOCC1 (stereo not given)	i	5%	?	-2%	-0.5%	2.1	-1%	-6%	-5%
N/C(=N\OC(=O)CC(c1ccccc1)c1ccccc1)c1cccnc1	i	0%	12%	?	4.7%	3.1	-7%	-15%	?
O=C(COC(=O)CNC(=O)C12CC3CC(CC(C3)C1)C2)Nc1ccccc1	i	8%	6%	-26%	0.4%	-0.1	/	-1%	-4%
COc1ccc(/C=N/NC(=O)c2cc(C(C)(C)C)[nH]n2)cc1COc1ccc(F)cc1F	i	4%	21µM*	?	-0.8%	-0.5	1%	-3%	?
O=c1c2cnn(-c3ccccc3)c2nnn1Cc1ccccn1	i	5%	-7%	12%	2.9%	0.1	0%	4%	-5%
COc1ccc(OC)c(/C(O)=C/C(=O)C(=O)Nc2cc(C)ccc2OC)c1	i	-3%	-9%	-5%	2.2%	0.5	0%	-11%	-11%
CCOC(=O)c1sc(NC(=O)C(OC(C)=O)c2ccccc2)nc1C (stereo not given)	i	-3%	5%	7%	-0.2%	0.4	0%	-2%	-1%
N/C(=N\OC(=O)c1cccc(Cl)c1)c1ccncc1	i	13%	12%	1%	11µM*	2.1	-2%	15%[57.1 µM]	5%
Cc1ccc(C(=O)N2CCN(c3ccc(NC(=O)c4ccc(Br)o4)cc3)CC2)cc1	i	10%	?	-18%	0.6%	-16	1%	-4%	-6%
COc1ccc(Cl)cc1NC(=O)NC(C)C(C)(C)C (stereo not given)	i	-6%	8%	12%	5.5%	-0.1	-2%	6%	12%
O=C(COC(=O)CC1CC2CCC1C2)Nc1cc([N+](=O)[O-])ccc1F (stereo not given)	i	4%	6%	0%	2.6%	-0.5	2%	-13%	2%
COc1ccc(NC(=O)COc2ccccc2)c(OC)c1	i	3%	7%	3%	0.3%	3.3	5%	-3%	-3%
COc1ccc(OC(C)C(=O)NCc2cccnc2)cc1 (stereo not given)	i	10%	11%	7%	0.3%	-3.6	1%	4%	0%
Nc1nc2c(ncn2[C@@H]2O[C@H](CNS(=O)(=O)N3CCCC3)[C@@H](O)[C@H]2O)c(=O)[nH]1	i	-17%	/	6%	-0.1%	1.1	/	?	/
Cc1c(Cl)cccc1NC(=O)NNC(=O)CCc1ccccc1	i	8%	-14%	-4%	0.3%	0.1	1%	-5%	7%
CCOc1ccc(S(=O)(=O)NN2Cc3ccccc3C2=N)cc1	i	5%	-21%	-37%	-0.5%	-1.4	0%	3%	4%
COc1ccc(S(=O)(=O)/C(C#N)=C/Nc2cccc(F)c2)cc1	i	6%	?	5%	-0.4%	-0.7	0%	-14%	-1%
Cc1ccc(S(=O)(=O)Nc2ccc(S(=O)(=O)Nc3cc(C)nc(C)n3)cc2)cc1	i	6%	?	-2%	-0.9%	-0.2	0%	-2%	0%
Cc1c(NC(=O)c2cnn3c2NC(c2ccc(Br)cc2)CC3C(F)(F)F)c(=O)n(-c2ccccc2)n1C (stereo not given)	i	8%	?	-26%	0.3%	2.4	0%	-2%	-1%
COc1ccc(Nc2nc(-c3cc4cccc(OC)c4oc3=O)cs2)cc1	i	3%	-27%	11%	5.3%	-1.8	-2%	-1%	-9%
CCn1c(CN2CCN(C(=O)c3ccco3)CC2)nc2c1c(=O)n(C)c(=O)n2C	i	1%	1%	-2%	-1.0%	0.3	-1%	12%	3%
Cc1ccc(CNC(=O)CC2Oc3ccccc3NC2=O)cc1 (stereo not given)	/	/	11%	1%	0.2%	/	/	/	1%
O=C(c1ccccc1)N1N=C(c2ccc(F)cc2)CC1c1ccc(F)cc1 (stereo not given)	i	13%	7%	-11%	0.2%	-0.2	/	-8%	4%
O=C(NCC(=O)N1CCCCC1)c1ccc(Cl)cc1Cl	i	2%	11%	7%	7.1%	-3.3	-1%	-1%	2%
COC(c1ccccc1)c1nnc(CCC(=O)N(C)CCOc2ccccc2)o1 (stereo not given)	i	11%	?	0%	7.5%	-3.8	4%	-27%	5%
CCc1ccccc1NS(=O)(=O)c1ccc2c(c1)CCN2C(=O)C1CC1	/	/	?	-9%	3.9%	/	/	/	2%
CC(NC(=O)c1cccnc1)C(=O)O (stereo not given)	i	14%	-9%	-5%	-0.2%	-3.4	-1%	-4%[57.1 µM]	-10%
COc1cc(Cl)c(C)cc1NC(=O)CSc1nc2ccccc2o1	i	16%	?	6%	11%	-0.4	2%	4%	-16%
CC(O)CC(C(=O)NNc1ccccc1)C(=O)NNc1ccccc1 (stereo not given)	i	3%	-9%	0%	-0.2%	1.5	1%	5%	-3%
COc1cccc(Cn2c(C)c(CNCc3cccc(C)c3)c(C(=O)O)c2C)c1	/	/	-4%	4%	2.1%	/	/	/	3%
COc1ccccc1NS(=O)(=O)c1cc2c(cc1Cl)NC(=O)CO2	/	/	?	?	-2.1%	/	/	/	-15%
Cc1ccc(SCCC(=O)NC(C(C)C)C(C)C)cc1	i	-36%[inhibitor]	-15%	4%	-0.5%	0.3	-8%	1%[57.1 µM]	-8%
COc1ccc(C2/C(=C(/O)c3ccccc3)C(=O)C(=O)N2CCN2CCOCC2)c(OC)c1 (stereo not given)	i	-1%	-17%	-2%	0.6%	-3.0	-8%	4%	-11%
O=C(c1cccc(Br)c1)N1CCN(c2cnn(-c3ccccc3)c(=O)c2Cl)CC1	i	-5%	4%	-15%	5.4%	-0.4	-6%	18%	0%
COc1cccc(C2CCCN2Cc2nc(-c3cnccn3)no2)c1 (stereo not given)	i	13%	8%	1%	-1.0%	-1.0	-16%	-2%	-1%
Cc1ccc(NC(=O)CCc2c(C)nn(-c3ccc(N4CCOCC4)nn3)c2C)cc1F	i	3%	?	3%&-8%	-0.7%&10%	-3.4	2%	0%	-6%&3%
CCN(CCCCCN(C)C)Cc1cc2ccccc2o1	i	7%	-1%	-3%	-0.7%	1.1	-2%	0%	-26%
Fc1cccc(Cl)c1Cn1nnc(-c2ccc3c(c2)OCO3)n1	i	7%	29%	-17%	-0.3%	0.8	-1%	1%	5%
CCN1CCCC1CNC(=O)c1cc2c(-c3ccc(Cl)cc3)nn(C)c2s1 (stereo not given)	i	3%	?	?	-4.7%	0.1	-2%	0%	-16%

Exported with two lines to a compound: part of the list above.
Below each compound: Akt phos inh	EPAC2 ag	Nrf2 block	TGFb SMAD3 inh	Nrf2 activator	CCT modulator	Mm-Cpn inhibitor	EPAC2 antagonist	A549 tox
> CC(NC(=O)c1cccnc1)C(=O)O (stereo not given)
→ i	14%	-9%	-5%	-0.2%	-3.4	-1%	-4%[57.1 µM]	-10%
> COc1cc(Cl)c(C)cc1NC(=O)CSc1nc2ccccc2o1
→ i	16%	?	6%	11%	-0.4	2%	4%	-16%
> CC(O)CC(C(=O)NNc1ccccc1)C(=O)NNc1ccccc1 (stereo not given)
→ i	3%	-9%	0%	-0.2%	1.5	1%	5%	-3%
> COc1cccc(Cn2c(C)c(CNCc3cccc(C)c3)c(C(=O)O)c2C)c1
→ /	/	-4%	4%	2.1%	/	/	/	3%
> COc1ccccc1NS(=O)(=O)c1cc2c(cc1Cl)NC(=O)CO2
→ /	/	?	?	-2.1%	/	/	/	-15%
> Cc1ccc(SCCC(=O)NC(C(C)C)C(C)C)cc1
→ i	-36%[inhibitor]	-15%	4%	-0.5%	0.3	-8%	1%[57.1 µM]	-8%
> COc1ccc(C2/C(=C(/O)c3ccccc3)C(=O)C(=O)N2CCN2CCOCC2)c(OC)c1 (stereo not given)
→ i	-1%	-17%	-2%	0.6%	-3.0	-8%	4%	-11%
> O=C(c1cccc(Br)c1)N1CCN(c2cnn(-c3ccccc3)c(=O)c2Cl)CC1
→ i	-5%	4%	-15%	5.4%	-0.4	-6%	18%	0%
> COc1cccc(C2CCCN2Cc2nc(-c3cnccn3)no2)c1 (stereo not given)
→ i	13%	8%	1%	-1.0%	-1.0	-16%	-2%	-1%
> Cc1ccc(NC(=O)CCc2c(C)nn(-c3ccc(N4CCOCC4)nn3)c2C)cc1F
→ i	3%	?	3%&-8%	-0.7%&10%	-3.4	2%	0%	-6%&3%
